DNMT1 block: human DNMT1 methyltransferase inhibitors, primary screen, biochemical, molecular beacon, fluorescence, HinP1I cleavage, uHTS | AID 588458, 2011 | inhibition (reported as % activation of signal), % at 10 µM | hit rate 0.83% among 360,000; in the data active means inhibition above about 50%
STEP inh: STEP phosphatase inhibitors, primary screen, biochemical, fluorescence intensity, uHTS; recombinant STEP, OMFP fluorogenic substrate; inhibition, % at 20 µM; Tyrosine-protein phosphatase non-receptor type 5 (Homo sapiens), P54829; hit rate 0.25% among 360,000;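 active means inhibition at 20 µM, scaled per plate between control wells, above about 37%, limit read from the data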;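 further: 0% = DMSO with enzyme and substrate and 100% = substrate only without enzyme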
Target sequence (P54829 whole entry, looked up): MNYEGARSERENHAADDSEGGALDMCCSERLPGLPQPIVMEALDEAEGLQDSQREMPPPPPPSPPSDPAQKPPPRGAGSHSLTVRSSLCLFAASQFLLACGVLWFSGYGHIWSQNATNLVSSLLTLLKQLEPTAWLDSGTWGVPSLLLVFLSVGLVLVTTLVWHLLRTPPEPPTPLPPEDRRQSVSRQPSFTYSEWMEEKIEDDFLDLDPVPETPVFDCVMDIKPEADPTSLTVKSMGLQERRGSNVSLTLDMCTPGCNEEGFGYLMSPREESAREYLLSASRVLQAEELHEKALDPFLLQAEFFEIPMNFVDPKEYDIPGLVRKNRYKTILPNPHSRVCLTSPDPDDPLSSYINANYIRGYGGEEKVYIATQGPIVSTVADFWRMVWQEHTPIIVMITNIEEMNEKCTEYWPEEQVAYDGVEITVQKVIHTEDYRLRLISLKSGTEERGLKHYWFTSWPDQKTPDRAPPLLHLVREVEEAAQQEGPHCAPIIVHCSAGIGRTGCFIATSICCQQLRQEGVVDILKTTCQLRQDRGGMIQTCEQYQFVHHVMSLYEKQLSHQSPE
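Assay system: isolated STEP enzyme / Timing: 20 min at room temperature, dark / Doses: 20 µM, 1% DMSO / Technique: fluorescence intensity, excitation 480 nm, emission 540 nm / Reagent: fluorogenic phosphatase substrate OMFP at 25 µM final / Measure: percent inhibition scaled to no-enzyme and uninhibited-enzyme controls, plate-pattern corrected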
LMPTP inh: LMPTP phosphatase inhibitors, primary screen, biochemical, fluorescence intensity, uHTS. Low molecular weight phosphotyrosine protein phosphatase (Homo sapiens), P24666. recombinant LMPTP-A, OMFP fluorogenic substrate. inhibition, % at 20 µM. hit rate 0.22% among 360,000. AID 651560, 2012;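 active means compounds that cut the enzyme signal by at least half of the control window in the single-dose screen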;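 further: plate controls were DMSO wells with enzyme plus substrate for no effect and substrate without enzyme for full effect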
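Buffer or medium: Bis-Tris pH 6.0, DTT, detergent; Assay system: LMPTP-A enzyme; Quantity: 0.625 nM enzyme; Detection: endpoint fluorescence intensity; Times: 50 min dark incubation at room temperature; Controls: substrate-only low control, DMSO enzyme-plus-substrate high control; Doses: single 20 µM dose; Read-out: percent inhibition versus substrate-only and uninhibited controls; Reagent: 400 µM OMFP.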
CSN deneddyl inh: inhibitors of CSN-mediated cullin deneddylation, primary screen, biochemical, fluorescence polarization, uHTS; inhibition, % at 12.5 µM; hit rate 0.38% among 360,000; Purified CSN, SCF-Nedd8-OG deneddylation;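 active means pattern-corrected inhibition above about 35%, with an unprinted fluorescence ratio check between 0.5 and 1.5, limit read from the data, passing the limit was not always enough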;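 further: 0% = enzyme with substrate and 100% = substrate without enzyme; some results filed as inactive read as strong as hits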
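Assay system: Purified human Csn5 enzyme expressed in HEK293T cells | Amount: Enzyme 0.24 nM | Measured by: Fluorescence polarization readout | Medium: Tris/NaCl/DTT buffer, pH 7.5 | Compound dosing: One concentration, 12.5 µM, 0.25% DMSO | Times: 90 min incubation of compound, enzyme and substrate at room temperature | Control set: no-enzyme wells high, enzyme-with-substrate wells low | Read-out: % inhibition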
NadD inh: inhibitors of S. aureus NadD, primary screen, biochemical, colorimetric, uHTS; Nicotinate-nucleotide adenylyltransferase NadD (Staphylococcus aureus N315); purified NadD enzyme, colorimetric absorbance read-out; inhibition, % at 20 µM; hit rate 0.78% among 360,000; AID 602399, 2012; in the data active means inhibition above about 26%; further: some compounds past the cut are filed as inactive
Rpn11 inh: Rpn11 (PSMD14) deubiquitinase inhibitors, primary screen, biochemical, fluorescence polarization, uHTS; AID 588493, 2011; calls only at 20 µM; human 26S proteasome, Ub4-pepOG fluorescence polarization; 20S core pre-blocked with epoxomicin; hit rate 0.59% among 360,000; 26S proteasome non-ATPase regulatory subunit 14 (Homo sapiens), O00487;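 active means inhibition at 20 µM, scaled to each plate's controls, above about 33%, limit read from the data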
Target sequence (O00487 whole entry, looked up): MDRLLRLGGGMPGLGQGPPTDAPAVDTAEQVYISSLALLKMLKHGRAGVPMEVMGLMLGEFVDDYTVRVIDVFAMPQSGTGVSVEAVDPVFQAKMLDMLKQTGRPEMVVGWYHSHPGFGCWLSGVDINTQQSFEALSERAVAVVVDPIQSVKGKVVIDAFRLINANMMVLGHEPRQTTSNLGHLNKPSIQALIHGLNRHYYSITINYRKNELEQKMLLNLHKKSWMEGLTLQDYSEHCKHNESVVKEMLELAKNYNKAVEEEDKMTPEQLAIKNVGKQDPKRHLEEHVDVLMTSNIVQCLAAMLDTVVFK
SUMO1-SIM PPI: modulators of SUMO1 protein-protein interactions, primary screen, biochemical, uHTS; Small ubiquitin-related modifier 1 (Homo sapiens), P63165; SUMO1 binding to a labelled peptide, TR-FRET, 1 h; inhibition, % at 20 µM; hit rate 0.33% among 360,000; in the data active means inhibition above about 37%
PABP1 MLLE inh: inhibitors of PABP1 MLLE–PAM2 peptide binding, primary screen, biochemical, fluorescence polarization, FITC-PAM2, GST-MLLE. Polyadenylate-binding protein 1 (Homo sapiens), P11940. inhibition, % at 20 µM. hit rate 0.36% among 360,000; in the data active means inhibition above about 35%, passing the limit was not always enough;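 further: plate controls were DMSO wells with GST-MLLE for no effect and wells lacking GST-MLLE protein for full effect; some results filed as inactive read as strong as hits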
Tb MetRS inh: T. brucei MetRS inhibitors, primary screen, biochemical, luminescence. methionyl-tRNA synthetase (Trypanosoma brucei brucei). purified T. brucei MetRS, ATP depletion, Kinase-Glo luminescence. hit rate 0.4% among 360,000. inhibition, % at 11.9 µM;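 active means inhibition above a per-plate cutoff of the control wells' mean inhibition plus 3 SD, cut at about 5.5% in these data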;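 further: 0% = DMSO wells median and 100% = median of wells with control inhibitor compound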
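Dosing: 11.9 µM single point; system: parasite MetRS enzyme; technique: luminescence of leftover ATP; times: 15 min enzyme-compound preincubation, 2 h reaction, 10 min detection, 25 °C; replicates: each compound tested once; read-out basis: percent inhibition relative to median high and low control wells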
Scp-1 inhibitor: Scp-1 phosphatase inhibitors, primary screen, biochemical, colorimetric, uHTS | Carboxy-terminal domain RNA polymerase II polypeptide A small phosphatase 1 (Homo … | inhibition, % at 20 µM | hit rate 0.88% among 340,000 | AID 493091, 2011 | Recombinant Scp1, phosphopeptide, malachite green phosphate absorbance;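 active means inhibition above about 50% at 20 µM, limit read from the data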;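 further: plate controls were DMSO wells with enzyme for no effect and wells lacking enzyme for full effect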
Target sequence (Q9GZU7 76-261 limits assumed): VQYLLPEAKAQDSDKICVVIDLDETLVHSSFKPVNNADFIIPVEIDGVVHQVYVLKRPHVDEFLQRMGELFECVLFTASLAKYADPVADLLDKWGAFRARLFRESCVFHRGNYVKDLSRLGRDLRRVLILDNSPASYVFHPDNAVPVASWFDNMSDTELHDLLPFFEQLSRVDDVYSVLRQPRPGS
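assay system = SCP-1 phosphatase catalytic domain, residues 76-261 | buffer or medium = 50 mM Tris acetate pH 5.5, 0.005% Tween-20, 10 mM MgCl2 | incubation = enzyme reaction 45 min at room temperature, colour 5 min, stabilisation 30 min | signal = Phosphate-binding colour reagent, absorbance read at 630 nm | measure = % inhibition at 20 µM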
* hit, by the source's call. The order is random; any-hit rate near 3.6%.

Results for CC1=C(C(=O)Nc2ccccc2C(=O)N2CCC(C)CC2)SCCO1 ?
DNMT1 block: -1; STEP inh: -2; LMPTP inh: 0.1; CSN deneddyl inh: 7; NadD inh: -6; Rpn11 inh: inactive; SUMO1-SIM PPI: -11; PABP1 MLLE inh: -8; Tb MetRS inh: 1.3; Scp-1 inhibitor: -5

What do the screens show for `O=C(Cc1cnn(-c2ccccc2)c1)c1ccc(O)c(O)c1O`?
DNMT1 block: 8; STEP inh: 9; LMPTP inh: 35; CSN deneddyl inh: 20; NadD inh: 3; Rpn11 inh: inactive; SUMO1-SIM PPI: 3; PABP1 MLLE inh: 21; Tb MetRS inh: 0.1; Scp-1 inhibitor: -18

What do the screens show for `CC(NO)/C(=N\O)c1cccs1` (centres undefined)?
DNMT1 block: -4; STEP inh: -3; LMPTP inh: -2.3; CSN deneddyl inh: 2; NadD inh: 2; Rpn11 inh: inactive; SUMO1-SIM PPI: 2; PABP1 MLLE inh: 4; Tb MetRS inh: -0.2; Scp-1 inhibitor: -11

How did O=C(Cn1c(NCCO)nc2ccccc21)NCC(F)(F)F do in these assays?
DNMT1 block: 1; STEP inh: -2; LMPTP inh: 0.8; CSN deneddyl inh: -4; NadD inh: -4; Rpn11 inh: inactive; SUMO1-SIM PPI: 4; PABP1 MLLE inh: 13; Tb MetRS inh: -0.1; Scp-1 inhibitor: -1

What do the screens show for `C[C@H](CO)N1C[C@H](C)[C@H](CN(C)C(=O)Nc2ccc(-c3cccs3)cc2)OCc2cnnn2CCCC1=O`?
DNMT1 block: -7; STEP inh: -2; LMPTP inh: -2.5; CSN deneddyl inh: 3; NadD inh: -1; Rpn11 inh: inactive; SUMO1-SIM PPI: 3; PABP1 MLLE inh: 10; Tb MetRS inh: 0.3

What do the screens show for `O=C(O)c1cc(C(=O)O)cc(N2C(=O)CSC2=S)c1`?
DNMT1 block: 0; STEP inh: 5; LMPTP inh: -0.8; CSN deneddyl inh: 3; NadD inh: 6; Rpn11 inh: inactive; SUMO1-SIM PPI: -1; PABP1 MLLE inh: 17; Tb MetRS inh: -0.5; Scp-1 inhibitor: 36

How did COC(=O)/C=c1/sc2n(c1=O)CCN=2 do in these assays?
DNMT1 block: 2; STEP inh: 3; LMPTP inh: -1.9; CSN deneddyl inh: -1; NadD inh: 2; Rpn11 inh: inactive; SUMO1-SIM PPI: -16; PABP1 MLLE inh: 35; Tb MetRS inh: -0.1; Scp-1 inhibitor: -10

Results for CC(C)[C@H]1C(=O)Nc2ccccc2N1C(=O)N[C@@H](Cc1ccccc1)C(=O)N[C@@H](C(=O)O)c1ccccc1 ?
DNMT1 block: 2; STEP inh: -3; LMPTP inh: -1.9; CSN deneddyl inh: 4; NadD inh: -5; Rpn11 inh: inactive; SUMO1-SIM PPI: 1; PABP1 MLLE inh: 9; Tb MetRS inh: -2.2; Scp-1 inhibitor: -4

Results for N=C1c2ccccc2CN1NC(=O)COc1ccc(Cl)cc1 ?
DNMT1 block: 1; STEP inh: 3; LMPTP inh: -1.1; CSN deneddyl inh: -1; NadD inh: -9; Rpn11 inh: inactive; SUMO1-SIM PPI: 1; PABP1 MLLE inh: 2; Tb MetRS inh: -0.7; Scp-1 inhibitor: -2

Results for CC(O)(CS(=O)(=O)Cc1ccccc1)c1ccccc1 (centres undefined) ?
DNMT1 block: 1; STEP inh: -2; LMPTP inh: -0.9; CSN deneddyl inh: -4; NadD inh: -5; Rpn11 inh: inactive; SUMO1-SIM PPI: -2; PABP1 MLLE inh: 1; Tb MetRS inh: -0.3; Scp-1 inhibitor: -10

How did CC(C)N(C)CCOC(=O)C1COc2ccccc2O1 (centres undefined) do in these assays?
DNMT1 block: 3; STEP inh: 0; LMPTP inh: -2.1; CSN deneddyl inh: 2; NadD inh: -5; Rpn11 inh: inactive; SUMO1-SIM PPI: 0; PABP1 MLLE inh: -1; Tb MetRS inh: 2.9; Scp-1 inhibitor: -3

How did O=C(c1cccc(-n2cccc2)c1)N1CCN(S(=O)(=O)c2ccccc2)CC1 do in these assays?
DNMT1 block: 97*; STEP inh: 13; LMPTP inh: 38; CSN deneddyl inh: 30; NadD inh: 5; SUMO1-SIM PPI: 76*; PABP1 MLLE inh: -11; Tb MetRS inh: -0.1

What do the screens show for `CC(C(=O)Nc1ccc(O)c(C(=O)O)c1)N1C(=O)/C(=C/c2cccs2)SC1=S` (centres undefined)?
DNMT1 block: -10; STEP inh: 13; LMPTP inh: 3.8; CSN deneddyl inh: -1; NadD inh: 15; Rpn11 inh: inactive; SUMO1-SIM PPI: -18; PABP1 MLLE inh: 32; Tb MetRS inh: 0.3; Scp-1 inhibitor: -5

Results for O=c1cc(O)nc(SCc2ccccc2)n1-c1ccc(Cl)cc1 ?
DNMT1 block: 18; STEP inh: 1; LMPTP inh: -1.3; CSN deneddyl inh: -1; NadD inh: -4; Rpn11 inh: inactive; SUMO1-SIM PPI: 0; PABP1 MLLE inh: 7; Tb MetRS inh: 0.1; Scp-1 inhibitor: -4

How did CC(C)c1cccc(-c2csc(C(O)c3ccccc3)n2)c1 (centres undefined) do in these assays?
DNMT1 block: 13; STEP inh: -3; LMPTP inh: 1.7; CSN deneddyl inh: 0; NadD inh: -4; Rpn11 inh: inactive; SUMO1-SIM PPI: -5; PABP1 MLLE inh: 3; Tb MetRS inh: 0.1

Two records drawn at random from the list so far, as already listed:
Results for CC(O)(CS(=O)(=O)Cc1ccccc1)c1ccccc1 (centres undefined) ?
DNMT1 block: 1; STEP inh: -2; LMPTP inh: -0.9; CSN deneddyl inh: -4; NadD inh: -5; Rpn11 inh: inactive; SUMO1-SIM PPI: -2; PABP1 MLLE inh: 1; Tb MetRS inh: -0.3; Scp-1 inhibitor: -10

What do the screens show for `O=C(O)c1cc(C(=O)O)cc(N2C(=O)CSC2=S)c1`?
DNMT1 block: 0; STEP inh: 5; LMPTP inh: -0.8; CSN deneddyl inh: 3; NadD inh: 6; Rpn11 inh: inactive; SUMO1-SIM PPI: -1; PABP1 MLLE inh: 17; Tb MetRS inh: -0.5; Scp-1 inhibitor: 36

(continued)
What do the screens show for `O=C(Nc1ccc(Cl)c(S(=O)(=O)N2CCOCC2)c1)c1cccs1`?
DNMT1 block: 2; STEP inh: 0; LMPTP inh: 0.3; CSN deneddyl inh: -2; NadD inh: -6; Rpn11 inh: inactive; SUMO1-SIM PPI: -4; PABP1 MLLE inh: 14; Tb MetRS inh: -0.2; Scp-1 inhibitor: -15

How did COc1cccc(NC(=O)c2cc3ccccc3o/c2=N\O)c1 do in these assays?
DNMT1 block: 11; STEP inh: 0; LMPTP inh: 2.2; CSN deneddyl inh: 1; NadD inh: -1; Rpn11 inh: inactive; SUMO1-SIM PPI: -36; PABP1 MLLE inh: 10; Tb MetRS inh: -0.6; Scp-1 inhibitor: -6

What do the screens show for `Cc1cc(OCC(=O)N2CCC(C(=O)O)CC2)c2c(C)cc(=O)oc2c1`?
DNMT1 block: 11; STEP inh: -2; LMPTP inh: -0.9; CSN deneddyl inh: 1; NadD inh: -6; Rpn11 inh: inactive; SUMO1-SIM PPI: 7; PABP1 MLLE inh: -2; Tb MetRS inh: -0.2; Scp-1 inhibitor: 18

What do the screens show for `COc1ccc(-c2ncccc2O)cc1`?
DNMT1 block: 1; STEP inh: 3; LMPTP inh: 0.9; CSN deneddyl inh: -3; NadD inh: 2; Rpn11 inh: inactive; SUMO1-SIM PPI: -6; PABP1 MLLE inh: -5; Tb MetRS inh: -1.3; Scp-1 inhibitor: -2

Results for Cc1cc(C(=O)CSc2n[nH]c(N)n2)c(C)n1-c1cccc(F)c1 ?
DNMT1 block: -3; STEP inh: -1; LMPTP inh: 1.2; CSN deneddyl inh: 4; NadD inh: 0; Rpn11 inh: inactive; SUMO1-SIM PPI: -2; PABP1 MLLE inh: -23; Tb MetRS inh: -0.7; Scp-1 inhibitor: -2

How did CC1(NC(=S)Nc2ccc(NC(=S)NC3(C)CCS(=O)(=O)C3)cc2)CCS(=O)(=O)C1 (centres undefined) do in these assays?
DNMT1 block: 0; STEP inh: 4; LMPTP inh: -1.2; CSN deneddyl inh: 6; NadD inh: 1; Rpn11 inh: inactive; SUMO1-SIM PPI: 2; PABP1 MLLE inh: 15; Tb MetRS inh: 4.2; Scp-1 inhibitor: 1

What do the screens show for `Cc1cc(C)nc(/N=C2\NC(=O)CC(C(=O)O)N2c2ccc(Cl)cc2)n1` (centres undefined)?
DNMT1 block: -1; STEP inh: 0; LMPTP inh: 0.4; CSN deneddyl inh: 1; NadD inh: -6; Rpn11 inh: inactive; SUMO1-SIM PPI: 4; PABP1 MLLE inh: -8; Tb MetRS inh: -0.1; Scp-1 inhibitor: -6

Results for Cc1ccc(S(=O)(=O)N(C)C)cc1NC(=O)C(C)OC(=O)c1cc[n+]([O-])cc1 (centres undefined) ?
DNMT1 block: 1; STEP inh: -2; LMPTP inh: -0.9; CSN deneddyl inh: 1; NadD inh: 5; Rpn11 inh: inactive; SUMO1-SIM PPI: -10; PABP1 MLLE inh: -3; Tb MetRS inh: -0.5; Scp-1 inhibitor: -3
